# Screens: PubChem BioAssay, several laboratories
# MrgX1 antagonist – human MrgX1 receptor antagonism, primary screen; Q96LB2; MRGX1-HEK293 calcium flux, Fluo-4, BAM8-22 antagonism; hits give low values; B-score at 10 µM; 310,000 compounds, 1.3% hits;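 active means calcium-response B-score plate-corrected more than 3 library SD below zero, starting fluorescence within 5 deviations, no agonist response on first addition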;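 further: peak minus trough fluorescence over baseline after final BAM8-22 challenge near maximal dose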
# RGS4 block – inhibitors of human RGS4 | HEK293 M3R/RGS4 inducible, Fluo-4 calcium flux; hits give high values; triggered by carbachol at its EC20 | 310,000 compounds, 0.45% hits | B-score at 10 µM | AID 463165 | P49798;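 active means B-score, a plate-corrected calcium signal, over three deviations above library mean, with baseline fluorescence within five deviations of library mean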;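 further: RGS4 expression induced by doxycycline in cells with stable M3 receptor; B-score is computed from the integrated fluorescence ratio over baseline after carbachol; higher B-score means a larger calcium signal and so more RGS4 inhibition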
# TRPC6 inhibitor – mouse TRPC6 channel inhibition. Q61143. HEK293-TRPC6, membrane potential dye, ACh-evoked depolarization; hits give low values. B-score at 10 µM. 310,000 compounds, 1.1% hits;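 active means B-score under library mean minus 3 SD, initial fluorescence not abnormally high, positive integrated signal ratio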;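 further: B-score derived from integrated fluorescence ratio over the kinetic read; more negative B-score means stronger inhibition of depolarization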
# Target sequence (Q61143 whole entry, looked up): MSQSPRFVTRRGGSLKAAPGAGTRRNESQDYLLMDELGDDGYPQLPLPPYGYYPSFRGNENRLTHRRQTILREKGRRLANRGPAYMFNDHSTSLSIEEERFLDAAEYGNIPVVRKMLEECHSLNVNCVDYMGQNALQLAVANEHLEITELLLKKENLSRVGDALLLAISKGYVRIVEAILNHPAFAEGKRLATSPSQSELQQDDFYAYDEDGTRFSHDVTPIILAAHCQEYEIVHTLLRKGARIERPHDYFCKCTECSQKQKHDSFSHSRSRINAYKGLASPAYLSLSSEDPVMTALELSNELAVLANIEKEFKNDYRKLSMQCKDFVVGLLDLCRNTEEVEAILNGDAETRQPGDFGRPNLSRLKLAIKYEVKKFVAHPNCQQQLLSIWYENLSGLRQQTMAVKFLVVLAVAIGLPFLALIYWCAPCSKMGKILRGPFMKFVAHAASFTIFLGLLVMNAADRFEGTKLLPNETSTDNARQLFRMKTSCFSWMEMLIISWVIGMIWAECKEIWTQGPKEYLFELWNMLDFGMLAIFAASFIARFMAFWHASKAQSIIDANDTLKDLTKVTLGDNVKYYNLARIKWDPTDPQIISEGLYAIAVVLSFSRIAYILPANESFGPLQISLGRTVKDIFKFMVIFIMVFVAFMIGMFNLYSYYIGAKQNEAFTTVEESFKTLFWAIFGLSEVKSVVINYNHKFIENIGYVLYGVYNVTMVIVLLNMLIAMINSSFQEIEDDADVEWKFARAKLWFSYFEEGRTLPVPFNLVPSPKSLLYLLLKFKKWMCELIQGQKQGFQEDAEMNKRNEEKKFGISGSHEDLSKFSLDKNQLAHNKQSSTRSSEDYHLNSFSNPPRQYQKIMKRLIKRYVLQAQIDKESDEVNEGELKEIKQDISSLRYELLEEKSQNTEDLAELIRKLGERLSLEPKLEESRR
# TRPC4 block – inhibitors of mouse TRPC4 channel; B-score at 10 µM; HEK293 TRPC4beta/mu-opioid, DAMGO-evoked Fluo4 calcium flux; hits give low values; Q9QUQ5; AID 2247; 300,000 compounds, 0.39% hits;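 active means B-score over 3 SD under the library average, no early fluorescence shift, positive overall ratio signal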
#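 Material: HEK293 cells with stable TRPC4beta plus mu-opioid receptor expression / Probe or stimulus: DAMGO in two steps, submaximal then maximal / Compound: single concentration per test compound / Technique: kinetic Fluo4 fluorescence imaging of calcium influx / Read-out: per-well B score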
# MrgX1 PAM – human MrgX1 positive allosteric modulation, primary screen; Q96LB2; MrgX1-HEK293, Fluo-4 calcium flux, FDSS; hits give high values; B-score at 10 µM; 310,000 compounds, 0.63% hits;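 active means plate-corrected calcium response at least 3 library SD above typical, normal starting fluorescence, not activating the receptor alone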;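 further: compound read alongside a low EC10 to EC30 dose of BAM8-22 agonist; peak minus trough fluorescence over baseline measured at the second addition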
# MrgX1 ag – agonists of human MrgX1 receptor. Q96LB2. MrgX1-HEK293 cells, Fluo-4 calcium fluorescence, agonist mode; hits give high values. B-score at 10 µM. 310,000 compounds, 0.44% hits. AID 588627;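 active means calcium response B-score plate-corrected fluorescence ratio at least 3 library SD, with starting fluorescence B-score inside 5 SD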
#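 System – MrgX1-expressing HEK293 cells · Incubation – cells plated overnight, dye loaded 0.5 h 37 °C, 0.5 h room temperature · Technique – kinetic Fluo-4 NW fluorescence of intracellular calcium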
# HIF act – HIF pathway transcriptional activation; U2OS HRE-luciferase reporter, luminescence; normalized: DMSO 0%, desferrioxamine 100%; activation, % at 7.5 µM (by protocol); 300,000 compounds, 0.32% hits;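 active means mean activation of at least 10% of the iron chelator positive control signal, with at least half of replicates also reaching 10%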
# Platelet DG rel – platelet dense granule release activity; inhibition, %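 (compounds screened at 7.5 µM in platelet-rich plasma)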; human platelet-rich plasma, SFLLRN dense granule ATP release, luminescence; 300,000 compounds, 0.22% hits; AID 1663;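 active means mean replicate score, as percent of positive control, at or above 50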
# RGS4 act – potentiators or activators of RGS4. 310,000 compounds, 0.92% hits. AID 463111. HEK293 M3R/inducible RGS4, carbachol calcium flux Fluo4; hits give low values. B-score at 10 µM;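 active means B-score of the integrated calcium signal more than 4 SD below the library mean, with starting fluorescence not abnormally high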;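 further: negative B-score means reduced calcium response which marks RGS4 activation or potentiation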
#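 Material: M3R-expressing HEK293 line, RGS4 induced by doxycycline | Schedule: Overnight RGS4 induction, 30 min dye load 37 °C, 20 min compound RT | Measured by: Fluo4 fluorescence kinetic imaging of calcium | Read-out: Integrated calcium ratio converted to B score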
# TRPC6 activator – activators of mouse TRPC6 channel | B-score at 10 µM | HEK293-TRPC6 membrane potential dye fluorescence; hits give high values | Q61143 | 310,000 compounds, 0.13% hits;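 active means B-score of the integrated fluorescence ratio above library mean plus 3 SD, and starting fluorescence ratio within library mean plus 5 SD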;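 further: higher score means more depolarization so channel activation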
# SKKanGAS inh – inhibitors of SKKanGAS S. pyogenes growth in kanamycin (SK-promoter or general growth effect); BacTiter-Glo, 6 h; inhibition, % at 7.5 µM; 300,000 compounds, 1.3% hits;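 active means mean replicate score, as percent of positive control median, at least 50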;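 further: strain carries kanamycin resistance gene driven by streptokinase promoter and grows in 40 µg/ml kanamycin; loss of luminescence reflects streptokinase promoter inhibition or plain growth inhibition; 0% = median of DMSO wells and 100% = positive control at its reference dose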
# An asterisk follows results filed as active; i = inactive; . = not tested or not shown.
# Screens in order – MrgX1 antagonist	RGS4 block	TRPC6 inhibitor	TRPC4 block	MrgX1 PAM	MrgX1 ag	HIF act	Platelet DG rel	RGS4 act	TRPC6 activator	SKKanGAS inh
COc1ccc(C2C(C(C)=O)=C(C)Nc3ncnn32)cc1 (stereo not drawn)
  i	i	i	i	i	i	-0.5	4	i	i	3
COc1cccc(NC(=O)CN(C)CC(=O)NC(C)c2ccccc2)c1 (stereo not drawn)
  i	i	i	i	i	i	0.3	-2	i	i	-6
COc1ccccc1CNC(=O)N/C=C/c1ccc(Cl)cc1
  i	i	i	i	i	i	-0.5	-7	i	i	5
Cn1c(SCc2ccccc2C#N)nc2ccccc2c1=O
  i	i	i	i	i	i	-0.4	-13	i	i	2
Cc1cc2c(cc3c(=O)n(CC(=O)NCCCN4CC(C)CC(C)C4)ncn32)s1 (stereo not drawn)
  i	i	i	i	i	i	-0.1	-12	i	i	-1
CCc1ccccc1NC(=O)c1cc2sccc2n1C
  i	i	i	i	i	i	0.0	-2	i	i	-6
COc1ccc(NC(=O)COC(=O)CC23CC4CC(CC(C4)C2)C3)c([N+](=O)[O-])c1
  i	i	i	i	i	i	-0.3	-1	i	i	10
Cc1ccc(-c2nnn(CC(=O)NCC3CC3)n2)o1
  i	i	i	i	i	i	-0.5	0	i	i	-25
CNS(=O)(=O)c1ccc(OC)c(-c2nnc3c4ccccc4c(C)nn23)c1
  i	i	i	i	i	i	0.1	5	i	i	-5
COc1ccc(NC(=O)CSc2nnc(-c3ccccn3)n2N)c(OC)c1
  i	i	i	i	i	i	0.4	3	i	i	-3
Cc1ccccc1-n1c(SCC(=O)N2CCC(C(=O)O)CC2)nnc1-c1ccncc1
  i	i	i	i	i	i	1.2	-2	i	i	-1
Cc1ccc(S(=O)(=O)c2nnn3c2nc(N2CCN(c4ccccn4)CC2)c2ccccc23)cc1
  i	i	i	i	i	i	-0.1	1	i	i	15
Cc1cccc(N2CCN(Cc3nc(-c4cccc(Oc5ccccc5)c4)oc3C)CC2)n1
  i	i	i	i	i	i	-0.1	9	i	i	18
CCOC(=O)CN(Cc1ccccc1)C(=O)OC(C)(C)C
  i	i	i	i	i	i	0.0	-2	i	i	-2
Nc1nc(-c2cccnc2)nn1C(=O)Cc1ccccc1
  i	i	i	i	i	i	1.9	-4	i	i	-10
CCN1C(=O)[C@@H]2[C@H](C1=O)[C@@H]1C(=O)Nc3ccccc3C(=O)N1[C@@H]2c1ccccc1
  i	i	i	i	i	i	-0.2	8	i	i	0
CCOC(=O)Cc1csc(NC(=O)COc2ccccc2OC)n1
  i	i	i	i	12*	i	0.0	-1	i	i	5
CCc1ccccc1NC(=O)CSc1nnc([C@@H]2CCCN2C(=O)OC(C)(C)C)o1
  i	i	i	i	i	i	-3.2	0	i	i	3
Cc1ccc(NS(=O)(=O)c2cccc([N+](=O)[O-])c2)nc1
  i	i	i	i	i	i	-0.4	0	i	i	4
COc1ccc(NC(=O)COc2ncnc3ccccc23)cc1S(=O)(=O)N1CCOCC1
  i	i	i	i	i	i	-0.3	-7	i	i	1
Cn1c(CCNC(=O)c2ccc(Cl)c(Cl)c2)nnc1SCc1ccc(Cl)c(Cl)c1
  i	i	i	i	i	i	0.4	-6	i	i	10
CC(=O)Nc1ncnc2c1c(-c1ccc(Cl)cc1)nn2C(C)(C)C
  i	i	i	i	i	i	0.0	13	i	i	0
CCOC(=O)/C=C1\SCC(=O)N1CC(=O)Nc1ccc(OC)c(OC)c1
  i	i	i	i	i	i	0.0	7	i	i	-10
Cc1cc(=O)n2c(n1)OC(CO)C2 (stereo not drawn)
  i	i	i	i	i	i	-0.2	-6	i	i	-8
CCOc1ccccc1NS(=O)(=O)c1ccc2c(c1)n(C)c(=O)c(=O)n2C
  i	i	i	i	i	i	0.0	0	i	i	-1
O=C1CC(N2CCC(c3nc4ccccc4[nH]3)CC2)C(=O)N1c1cccc(F)c1 (stereo not drawn)
  i	i	i	i	i	i	-0.1	10	i	i	2
O=C(CSCc1ccccc1Cl)NN=C1CCCCCC1
  i	i	i	i	i	i	-4.4	-2	i	i	-1
COCCn1c(=O)[nH]c2cc(C(=O)N3CCN(c4cccc(Cl)c4)CC3)ccc2c1=O
  i	i	i	i	i	i	-4.2	-7	i	i	8
CCOC(=O)c1c(/N=C/N(C)C)sc(C)c1C
  i	i	i	i	i	i	-0.4	-2	i	i	0
CCOC(=O)C1CCN(c2nnc(N3CCCC3=O)s2)CC1
  i	i	i	i	i	i	0.6	0	i	i	-5
C=CCn1c(SCC(=O)c2c(N)n(C)c(=O)n(C)c2=O)nc2sc(C)c(C)c2c1=O
  i	i	i	i	i	i	-0.3	4	i	i	0
C/C(=N/NC(=O)c1ccc2c(c1)OCO2)c1ccc(Br)s1
  i	i	i	i	i	i	1.0	-2	i	i	14
N/C(=N\OC(=O)COc1ccc([N+](=O)[O-])cc1)c1ccc(Br)cc1
  .	i	i	i	.	.	-0.2	3	i	i	2
O=C(c1ccccc1N(Cc1ccccc1)S(=O)(=O)c1ccccc1)N1CCOCC1
  i	i	i	i	i	i	-0.2	-12	i	i	2
O=C(NCc1ccco1)c1cc(Cl)nc(Cl)c1
  i	i	i	i	i	i	-0.7	-3	i	i	1
Cc1ccc(C(=O)OCC(=O)NCc2ccc3c(c2)OCO3)s1
  i	i	i	i	i	i	-0.4	-4	i	i	7
O=C(NCC(c1ccco1)N1CCCC1)c1ccc(S(=O)(=O)Nc2ccccc2F)cc1 (stereo not drawn)
  i	i	i	i	i	i	0.5	-6	i	i	-16
Cc1nc(CSc2nnc(C)s2)cs1
  i	i	i	i	i	i	0.4	5	i	i	0
COc1ccc(-c2cc(C(F)(F)F)nc(S(=O)(=O)CCCC(=O)Nc3cccc(O)c3)n2)cc1OC
  .	i	i	i	.	.	4.1	0	i	i	7
C/C(=C\c1cccs1)C(=O)c1c(C)cc(C)[nH]c1=O
  i	i	i	i	i	i	0.0	-6	i	i	-15
Cc1ccc(-c2nc(CCNC(=O)c3ccco3)cs2)cc1
  i	i	i	i	i	i	0.2	1	i	i	-4
CC(C)CS(=O)(=O)C1=NSC2=NC(=O)/C(=C\c3ccc(OC(=O)c4ccco4)cc3)C(=N)N21
  i	i	i	i	15*	i	-0.5	0	i	i	15
CC(C)C(=O)NC(=S)Nc1ccc(S(=O)(=O)N2CCN(C)CC2)cc1
  i	i	i	i	i	i	0.1	7	i	i	0
Cc1nnc(SCC(=O)Nc2ccc(S(=O)(=O)N3CCCCC3)cc2)s1
  i	i	i	i	i	i	-0.5	0	i	i	3
CC(=O)N1SC(N)=NC1c1ccccc1 (stereo not drawn)
  i	i	i	i	i	i	-0.6	5	i	i	-5
Cc1cc(C(=O)N/N=C/c2ccc(O)c([N+](=O)[O-])c2)c(C)n1-c1ccc(F)cc1
  i	i	i	i	i	i	-0.1	-1	i	i	25
O=C(O)CC(Cc1ccc(Cl)cc1)C(=O)NCc1ccccc1 (stereo not drawn)
  i	i	i	i	i	i	0.1	-2	i	i	2
Cn1cnnc1SCC(=O)N1CCC(Cc2ccccc2)CC1
  i	i	i	i	i	i	-0.3	1	i	i	-1
COc1ccc(CCNC(=O)c2ccc3c(SCC(=O)O)c4c(nc3c2)CCCC4)cc1OC
  i	i	i	i	i	i	-0.7	2	i	i	-8
CCCOc1ccc(C(=O)Nc2ccc(N(C)C)cc2)cc1
  i	i	i	i	i	i	.	-4	i	i	3
COc1cccc(C2SCC(=O)N2c2ccc(Cl)cc2)c1OC (stereo not drawn)
  i	i	i	i	i	i	-0.1	-65	i	i	-4
O=C(Cc1csc(-c2cccc(Cl)c2)n1)Nc1cccc(S(=O)(=O)NC2=NCCC2)c1
  i	i	i	i	i	i	0.0	16	i	i	-16
COc1ccc(/C=C/C2=NN(Cc3ccccc3)C(=O)CC2)cc1
  i	i	i	i	i	i	-0.7	-2	i	i	-11
O=C(NCCc1ccccc1)Nc1ccc2c(c1)OCO2
  i	i	i	i	i	i	1.4	10	i	i	4
CN(CCOc1ccc(Cl)cc1)CC(=O)Nc1ccc(OC(F)(F)F)cc1
  i	i	i	i	i	i	-7.1	18	i	i	6
Cc1ccc(NS(=O)(=O)c2c(C)nc3sccn3c2=O)c(C)c1
  i	i	i	i	i	i	0.3	1	i	i	-4
COC(=O)CNC(=O)C(CCSC)NC(C)=O (stereo not drawn)
  i	i	i	i	i	i	-0.2	-2	i	i	1
Cc1ccc(C(=O)N2CC(=O)Nc3ccc(F)cc3C2c2ccc(F)cc2)cc1[N+](=O)[O-] (stereo not drawn)
  i	i	i	i	i	i	-0.7	22	i	i	-15
O=C(Nc1ccccc1Cc1ccccc1)C1CC(=O)N(c2ccc3c(c2)OCCO3)C1 (stereo not drawn)
  i	i	i	i	i	i	-0.2	-4	i	i	6
CC1CCCC(NC(=O)COC(=O)c2ccccc2[N+](=O)[O-])C1C (stereo not drawn)
  i	i	i	i	i	i	1.1	-1	i	i	2

# (cont.)
# Screens in order – MrgX1 antagonist	RGS4 block	TRPC6 inhibitor	TRPC4 block	MrgX1 PAM	MrgX1 ag	HIF act	Platelet DG rel	RGS4 act	TRPC6 activator	SKKanGAS inh
CCCc1cc2c(OC(=O)CC)c(-c3ccc(C(=O)OCC)o3)c(=O)oc2cc1OC
  i	i	i	i	i	i	0.5	2	i	i	5
COc1ccc(C(=O)NCCC2=CCCCC2)cc1[N+](=O)[O-]
  i	i	i	i	i	i	1.7	10	i	i	0
COCCN(CCOC)C(=O)c1ccc(NS(=O)(=O)c2ccc3c(c2)OCCO3)cc1
  i	i	i	i	i	i	-0.5	15	i	i	2
CC(C)C(=O)N1CCN(c2ccc(NC(=O)c3ccc([N+](=O)[O-])o3)cc2)CC1
  i	i	i	i	i	i	4.8	-1	i	i	8
CCn1nc(NC(=O)CC(C)C)c2cc3cccc(C)c3nc21
  i	i	i	i	i	i	-0.9	-3	i	i	2
COCCCn1c(C)nnc1SCC(=O)Nc1cccc(C)c1
  i	i	i	i	i	i	-6.6	2	i	i	-6
COC(=O)c1nnn(-c2nonc2N)c1CSc1nnc(C)s1
  i	i	i	i	i	i	-0.7	-2	i	i	7
CN(C)c1cccc(N=C2C=C(N3CCOCC3)CC(C)(C)C2)c1
  i	i	i	i	i	i	-0.5	-3	i	i	-3
